PTHR1 agonist = agonists of human PTHR1 parathyroid hormone receptor; Q03431; HEK293 GP2 PTHR1 cells, GloSensor cAMP luminescence, 1 h; Potency, µM (doses to about 115 µM), for the others: at the highest dose activation, hits mostly activators; 410,000 tested, 0.075% active; also: potency is read from the fitted curve at half-maximal effect; nearly all actives have a fitted effect of over 55% in size; some results filed as inactive show a strong effect at the top dose; inactives centre near -15; many of its hits are not listed in these tables
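HEK-293-derived GP2 cells expressing PTHR1 and a GloSensor cAMP reporter, 3,000/well, plated overnight, given luciferin plus IBMX (each 0.5 mM as added) for 1 h at 37 °C, then compound for 1 h at 37 °C. Luminescence was read after 15 min at room temperature.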
Mm-Cpn inhibitor = inhibitors of Methanococcus maripaludis chaperonin (MmCpn); Potency, µM (highest dose often 76.9 µM), for inactives: at the highest dose activity, negative = inhibition, hits mostly inhibitors; AID 504842; 330,000 tested, 0.031% active; purified Mm-Cpn ATPase, ADP Transcreener TR-FRET; also: potency is read from the fitted curve at half-maximal effect; % is scaled to controls: 0 for no effect and ±100 for the full control effect; nearly all actives have a fitted effect of over 80% in size
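Measured: ADP formation by purified Mm-CPN. Conditions: 25 nM protein, 10 uM ATP, Tris pH 7.4 with Mg2+, K+ and DTT, 37°C for 30 min. Detection: Transcreener HTRF after 30 min at room temperature.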
CCT modulator = modulators of cytosolic chaperonin (CCT/TRiC) activity; 360,000 tested, 0.3% active; activity change, % (concentration not given with the values), hits read low; purified chaperonin ATPase assay, HTRF ADP detection, 30 min; in the data active = activity change below about -30%; also: % is scaled to controls: 0 for no effect and ±100 for the full control effect
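Enzyme 40 or 20 nM (batch-dependent) in Tris pH 7.4/KCl/MgCl2/DTT; cpd 76 uM single point; ATP 10 uM; 30 min 37 °C; Transcreener ADP HTRF detection, 30 min RT; ratio 665/615.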
EPAC2 agonist = agonists of human EPAC2 (RAPGEF4). Q8WZA2. EPAC2 activation, biochemical qHTS; response scale: 100% = 6.5 mM cAMP response. Potency, µM (series often up to 154 µM), for inactives: at the highest dose activation, hits mostly activators. 360,000 tested, 0.079% active. AID 720711; also: potency is read from the fitted curve at half-maximal effect; nearly all actives have a fitted effect of over 50% in size
Target sequence (Q8WZA2 whole entry, looked up): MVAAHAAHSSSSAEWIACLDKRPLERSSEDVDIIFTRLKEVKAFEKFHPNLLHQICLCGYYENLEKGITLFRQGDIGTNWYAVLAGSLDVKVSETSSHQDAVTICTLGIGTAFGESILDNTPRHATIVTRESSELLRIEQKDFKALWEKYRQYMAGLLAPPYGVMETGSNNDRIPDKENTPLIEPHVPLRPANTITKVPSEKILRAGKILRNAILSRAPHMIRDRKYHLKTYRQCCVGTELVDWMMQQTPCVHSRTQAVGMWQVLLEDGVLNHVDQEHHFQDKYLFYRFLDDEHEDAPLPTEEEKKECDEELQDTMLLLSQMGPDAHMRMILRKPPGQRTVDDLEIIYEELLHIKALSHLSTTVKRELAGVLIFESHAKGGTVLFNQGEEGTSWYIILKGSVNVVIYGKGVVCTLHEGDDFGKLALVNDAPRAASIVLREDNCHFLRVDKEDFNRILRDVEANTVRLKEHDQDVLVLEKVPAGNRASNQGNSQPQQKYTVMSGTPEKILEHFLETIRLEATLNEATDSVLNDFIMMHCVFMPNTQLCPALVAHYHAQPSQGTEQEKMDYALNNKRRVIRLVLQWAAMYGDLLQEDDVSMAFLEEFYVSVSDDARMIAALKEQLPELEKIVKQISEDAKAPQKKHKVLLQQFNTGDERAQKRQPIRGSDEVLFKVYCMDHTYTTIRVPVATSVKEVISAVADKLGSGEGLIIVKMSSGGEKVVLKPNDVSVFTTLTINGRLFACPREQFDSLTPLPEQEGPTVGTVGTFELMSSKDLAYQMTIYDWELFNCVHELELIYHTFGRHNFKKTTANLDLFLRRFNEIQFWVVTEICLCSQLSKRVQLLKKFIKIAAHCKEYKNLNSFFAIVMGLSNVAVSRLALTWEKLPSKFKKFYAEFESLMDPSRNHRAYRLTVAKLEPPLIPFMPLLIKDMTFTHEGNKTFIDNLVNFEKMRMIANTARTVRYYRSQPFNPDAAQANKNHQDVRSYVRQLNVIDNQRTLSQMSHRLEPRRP
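Guanine nucleotide exchange by EPAC2 is measured as reduced fluorescence of BODIPY-GDP once it is released from 250 nM Rap1B. Plates are read kinetically for 30 min at room temperature; results are scaled to 6.5 mM cAMP.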
Akt phos inh = Akt phosphorylation inhibition; Neuro2A IGF-stimulated pAkt S473 HTRF, 20 min; stronger effect = lower value; activity change, % for hits at 50 µM; 360,000 tested, 0.32% active; in the data active = activity change below about -80%; inconclusive = mostly about -51% to -80%; also: % is scaled to controls: 0 for no effect and ±100 for the full control effect
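Neuro2A cells (4,500/well, DMEM with 0.5% FBS) were treated with compound at a single 50 µM final concentration, stimulated with 6 nM IGF for 20 min at 37 °C, and lysed. Phospho-Akt Ser473 was read by HTRF as 665/615 ratio ×10^4.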
EPAC2 antagonist = EPAC2 (human) antagonism | EPAC2 GEF exchange of Rap1B-BODIPY-GDP, fluorescence | Potency, µM (top dose mostly 114 µM), inactives show at the top dose activity, negative = inhibition, actives largely listed as inhibitors | 360,000 tested, 0.18% active | Q8WZA2; also: potency is read from the fitted curve at half-maximal effect; % is scaled to controls: 0 for no effect and ±100 for the full control effect; nearly all actives have a fitted effect of over 45% in size; many of its hits are not listed in these tables
DRD3 agonist = agonists of human D3 dopamine receptor | P35462 | D3R DiscoveRx beta-arrestin cells, luminescence, 90 min | max activation, % | 410,000 tested, 0.58% active | AID 652048; in the data active = max activation above about 30%; also: 0% is about no effect; mostly tested at two doses, the higher about 12 µM
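Agonist-mode cell screen: cells plated at 1500/well and incubated overnight at 37 °C, then exposed to library compounds for 90 min at 37 °C. Detection reagent was added for 30–60 min at room temperature, and luminescence was read.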
DRD3 antagonist = blocks the human D3 dopamine receptor; D3R cells, DiscoveRx beta-arrestin luminescence, antagonist mode; stronger effect = lower value; AID 652054; 360,000 tested, 2.5% active; max response, negative = inhibition, %; P35462; in the data active = max response below about -50%; inconclusive = no clear call, values can overlap the other calls; also: % is scaled to controls: 0 for no effect and ±100 for the full control effect; mostly tested at two doses, the higher about 12 µM
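Cells expressing the human receptor were seeded at 1500 cells/well, incubated overnight at 37 degrees C in 5% CO2, then exposed to library compounds with dopamine controls for 90 minutes at 37 degrees C before luminescent detection.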
Numbers without * were called inactive; i = inactive; ? = inconclusive; nt = no result given; & = joins results of further samples; [ ] = another dose, or the depositor's remark. Unless noted, calls follow the shape of the dose curve; as a rule, active = well fitted curve in the direction sought with a large enough effect; inconclusive = small, poorly fitted or top-dose-only effect, or another doubt; inactive = no such curve, though single readings can be large; an effect the other way counts as inactive or inconclusive.

Molecule	Mm-Cpn inhibitor	DRD3 antagonist	EPAC2 agonist	PTHR1 agonist	EPAC2 antagonist	DRD3 agonist	Akt phos inh	CCT modulator
COc1cc(C(=O)Nc2ccc3c(c2)OCO3)ccc1OCc1c(C)noc1C	-2%	-3	1%	i	-9%	12	i	-7.1
Cc1cccc(NC(=O)c2ccc(F)c(S(=O)(=O)N3CCC4(CC3)OCCO4)c2)c1	1%	15	12%	-24%&-57%	5%	-5&6	i	1.3
O=C1C2CC(O)CN2C(=O)N1c1ccccc1 (stereo not given)	0%	10	3%	i	1%	1	i	-1.6
COc1ccccc1Nc1nc(-c2cccc(N3C(=O)c4ccccc4C3=O)c2)cs1	-4%	12	4%	i	22%	-4	i	1.0
CC(=O)NC(c1ccccc1)c1c(O)ccc2ccccc12 (stereo not given)	1%	-7	1%	-8%	40µM*	34*	i	-0.5
Clc1ccc2nc(CSc3nc4ccccc4o3)cn2c1	0%	-4	-2%	-4%	-2%	-6	i	-4.8
CCN(CCn1cccn1)C(=O)CCc1nnc(C2(c3ccc(Cl)cc3)CCC2)o1	3%	4	8%	6%	-1%	-8	i	0.1
CCOC(=O)Cn1nc(-c2ccc(C)cc2)ccc1=O	0%	13	-2%	i	6%	13	i	-2.6
Cc1ccc2occ(/C=N/NC(=O)c3ccccc3Br)c(=O)c2c1	0%	11	9%	-19%	10%	0	i	-1.8
CCCCCNC(=O)C(c1ccccc1F)n1c(=O)c(-c2ccco2)nc2ccccc21 (stereo not given)	nt	-10	-9%	-55%[inhibitor]	-10%	-5	i	nt
N/C(=N\OC(=O)c1cc([N+](=O)[O-])ccc1Cl)c1ccccn1	-1%	-9	10%	-30%	8%	-14	i	-3.5
COc1ccc(CCNC(=O)C(=O)NN=C2CCCCCCC2)cc1OC	0%	18	4%	i	-20%	6	i	2.3
Cc1cccc2c1N1C(=O)c3c(C(=O)O)cccc3C1CC2C (stereo not given)	2%	-18	5%	i	2%	-9	?	-4.0
CC(C)OC(=O)NCCOC(=O)Nc1cccc(Cl)c1	-2%	?	3%	-6%	18%	-3	i	-1.2
O=C(C1=CC=CN2CCS(=O)(=O)N=C12)N1CCN(c2cccc(Cl)c2)CC1	0%	-1	13%	i	4%	2	i	-1.3

The list continues:
Molecule	Mm-Cpn inhibitor	DRD3 antagonist	EPAC2 agonist	PTHR1 agonist	EPAC2 antagonist	DRD3 agonist	Akt phos inh	CCT modulator
COc1ccccc1N(CC(=O)NC1CCCCC1)S(C)(=O)=O	-1%	16	8%	i	0%	10	i	2.3
O=C(Nc1nc(-c2ccc(F)cc2)cs1)c1cccc(N2C(=O)CCC2=O)c1	-6%	3	1%	-51%[inhibitor]	18%	17	i	1.4
O=C(NO)c1ccccc1O	1%	60	4%	-17%	-10%	2	i	0.3
Cc1ccc(C(=O)N/C(=C\c2cccs2)C(=O)N2CCOCC2)cc1C	0%	-1	4%	-23%	-2%	5	i	-1.4
Nc1nncn1C(=O)c1cc(Br)ccc1Cl	-1%	34	-5%	?	4%	1	i	-0.4
CCN(C[C@H]1N[C@@](Cc2ccccc2)(C(=O)OC)[C@H]2C(=O)N(Cc3ccccc3)C(=O)[C@@H]12)C(=O)C1CCCCC1	-1%	-57*	0%	1%	11%	-26	i	-2.0
Cc1ccc(C(C(=O)NC2CCCCC2)N2CCC3(CC2)OCCO3)cc1 (stereo not given)	-7%	-8	2%	i	8%	0	i	1.9
Cc1ccc(CC#N)c(-c2c(CC#N)ccc(C)c2C)c1C	nt	-1	3%	-27%	?	1	i	-0.4
COc1ccc(SCCN2CC[C@@H](C)CCC2=O)cc1	1%	0	4%	-27%	-15%	13	i	-0.2
COC(=O)c1ccc(COc2ccccc2OC)o1	2%	50	-1%	-42%[inhibitor]	-13%	0	i	0.7
COC(=O)CN(c1ccccc1[N+](=O)[O-])S(=O)(=O)c1ccccc1	-1%	13	10%	i	5%	2	i	-0.5
O=C(NCC1CCCN1S(=O)(=O)c1cccs1)c1ccccc1 (stereo not given)	3%	7	-2%	-14%	8%	3	i	-3.7

Entries above containing sulfur, in the order listed:
Molecule	Mm-Cpn inhibitor	DRD3 antagonist	EPAC2 agonist	PTHR1 agonist	EPAC2 antagonist	DRD3 agonist	Akt phos inh	CCT modulator
Cc1cccc(NC(=O)c2ccc(F)c(S(=O)(=O)N3CCC4(CC3)OCCO4)c2)c1	1%	15	12%	-24%&-57%	5%	-5&6	i	1.3
COc1ccccc1Nc1nc(-c2cccc(N3C(=O)c4ccccc4C3=O)c2)cs1	-4%	12	4%	i	22%	-4	i	1.0
Clc1ccc2nc(CSc3nc4ccccc4o3)cn2c1	0%	-4	-2%	-4%	-2%	-6	i	-4.8
O=C(C1=CC=CN2CCS(=O)(=O)N=C12)N1CCN(c2cccc(Cl)c2)CC1	0%	-1	13%	i	4%	2	i	-1.3
COc1ccccc1N(CC(=O)NC1CCCCC1)S(C)(=O)=O	-1%	16	8%	i	0%	10	i	2.3
O=C(Nc1nc(-c2ccc(F)cc2)cs1)c1cccc(N2C(=O)CCC2=O)c1	-6%	3	1%	-51%[inhibitor]	18%	17	i	1.4
Cc1ccc(C(=O)N/C(=C\c2cccs2)C(=O)N2CCOCC2)cc1C	0%	-1	4%	-23%	-2%	5	i	-1.4
COc1ccc(SCCN2CC[C@@H](C)CCC2=O)cc1	1%	0	4%	-27%	-15%	13	i	-0.2
COC(=O)CN(c1ccccc1[N+](=O)[O-])S(=O)(=O)c1ccccc1	-1%	13	10%	i	5%	2	i	-0.5
O=C(NCC1CCCN1S(=O)(=O)c1cccs1)c1ccccc1 (stereo not given)	3%	7	-2%	-14%	8%	3	i	-3.7

Screening results: PubChem BioAssay, National Center for Advancing Translational Sciences (NCATS)

Only part of the results is shown; the hit share may differ from the screen's.
